Cneo AK release: Cryptococcus neoformans lysis via adenylate kinase release. 360,000 tested, 0.2% active. C. neoformans lysis, adenylate kinase release luminescence, 4 h; normalised: neutral wells 0, clomiphene wells 100. lysis activity, % at 15 µM;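 active = mean lysis activity across replicates of at least 80%, whatever share of replicates individually reach that level; inactive = mean lysis activity below 80%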
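Assay system: log-phase C. neoformans yeast / Quantity: yeast cell density of 5 × 10^6 cells/mL / Medium: fresh YPD growth medium / Compound: single dose / Timing: static 4 h at 37 °C with compound, 1 h detection / Measured by: adenylate kinase release luminescence / Read-out: lysis from increased AK signal / Benchmarks: Clomiphene as positive lysis control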
C2C12 statin: suppressors of simvastatin-induced myotoxicity in C2C12 myotubes; ATP luminescence, 48 h; scaled: DMSO 0, geranylgeraniol control 100; rescue of ATP level, % at 7.49 µM; 330,000 tested, 0.78% active;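 active = mean ATP rescue above about 67%, or every replicate alone reaching that limit, limit read from the data, passing the limit was not always enough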;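 also: myotubes were challenged with 10 µM simvastatin during compound exposure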
ARNT TACC3 PPI: ARNT/TACC3 interaction disruption. AlphaScreen His-ARNT PAS-B/GST-TACC3 binding, luminescence; TACC3 fragment carries E629A point mutation. inhibition, % at 9.99 µM. 390,000 tested, 0.66% active. AID 623870;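 active = mean inhibition of replicates at least 50% and at least half of replicates each reaching 50%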;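 also: 0% = complete ARNT plus TACC3 wells and 100% = ARNT alone without TACC3; many hits fall short of the cut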
ERp5 block: inhibitors of human ERp5; Q15084; 350,000 tested, 0.05% active; inhibition, % at 9.99 µM; AID 651711; ERp5 insulin aggregation, absorbance 650 nm, 90 min;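 active = mean replicate inhibition above about 25%, with every replicate also reaching it, limit read from the data, passing the limit was not always enough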
Target sequence (Q15084 whole entry, looked up): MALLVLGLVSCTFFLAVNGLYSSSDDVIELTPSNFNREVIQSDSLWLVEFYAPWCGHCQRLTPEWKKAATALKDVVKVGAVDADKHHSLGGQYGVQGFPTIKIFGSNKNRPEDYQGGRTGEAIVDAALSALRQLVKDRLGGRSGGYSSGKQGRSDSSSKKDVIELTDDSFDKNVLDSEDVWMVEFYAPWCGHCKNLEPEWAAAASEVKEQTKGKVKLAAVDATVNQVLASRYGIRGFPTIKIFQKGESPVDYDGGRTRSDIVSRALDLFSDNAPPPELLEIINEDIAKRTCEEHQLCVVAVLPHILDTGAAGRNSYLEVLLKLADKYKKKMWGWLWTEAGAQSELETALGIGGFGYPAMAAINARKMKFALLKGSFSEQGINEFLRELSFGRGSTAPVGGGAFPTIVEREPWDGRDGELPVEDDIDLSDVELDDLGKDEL
miR122 inh: inhibitors of miR-122 in Huh7 cells. 340,000 tested, 0.3% active. activation (reporter increase), % at 12.5 µM. Huh7 miR-122 Renilla luciferase sensor, 48 h; neutral wells = 0, positive control = 100;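 active = mean replicate activation score at least 90 and every replicate individually at or above 90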;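 also: higher luciferase means less miR-122 activity so hits act as miR-122 inhibitors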
esBAF inh: blocks esBAF chromatin remodeling in mouse ES cells; Bmi1-luciferase knock-in reporter, 24 h; 100% = twice the neutral-well signal; reporter increase, % at 12.5 µM; 350,000 tested, 2% active; in the data active = activation above about 40%;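 also: 0% = median of the plate's neutral control wells and 100% = double that signal; a rise in the Bmi1 reporter signal indicates esBAF inhibition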
SIRT5 block: blocks human SIRT5 desuccinylation of peptide; Q9NXA8; Purified SirT5, succinyl-peptide AMC, trypsin-coupled fluorescence; inhibition, % at 15 µM; 330,000 tested, 1.1% active; in the data active = inhibition above about 15%
Target sequence (Q9NXA8 whole entry, looked up): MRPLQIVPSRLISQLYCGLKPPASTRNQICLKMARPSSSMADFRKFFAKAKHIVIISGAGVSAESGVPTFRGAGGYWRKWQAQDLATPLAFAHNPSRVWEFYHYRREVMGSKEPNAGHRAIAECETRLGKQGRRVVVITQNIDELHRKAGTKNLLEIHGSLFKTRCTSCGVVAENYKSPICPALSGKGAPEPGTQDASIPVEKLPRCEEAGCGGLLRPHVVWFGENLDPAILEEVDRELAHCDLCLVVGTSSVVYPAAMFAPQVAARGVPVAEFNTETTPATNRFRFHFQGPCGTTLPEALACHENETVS
* hit, by the source's call; nt = no result given; [ ] = another dose, or the depositor's remark.

Start of the data: the first two entries, to show the layout:
SMILES	Cneo AK release	C2C12 statin	ARNT TACC3 PPI	ERp5 block	miR122 inh	esBAF inh	SIRT5 block
CC(=O)N(C(C)=O)c1c(N2CCOCC2)c2ccccc2oc1=O	-2.0	-24.6	-3.3	-2.9	8.6	0.6	3.2
COCc1cn(CC[C@H]2CC[C@H](NC(=O)Nc3ccc(Cl)cc3)[C@H](CO)O2)nn1	-0.6	1.8	-8.2	-0.7	nt	-4.0	-9.3

This part in full, from the start:
SMILES	Cneo AK release	C2C12 statin	ARNT TACC3 PPI	ERp5 block	miR122 inh	esBAF inh	SIRT5 block
CC(=O)N(C(C)=O)c1c(N2CCOCC2)c2ccccc2oc1=O	-2.0	-24.6	-3.3	-2.9	8.6	0.6	3.2
COCc1cn(CC[C@H]2CC[C@H](NC(=O)Nc3ccc(Cl)cc3)[C@H](CO)O2)nn1	-0.6	1.8	-8.2	-0.7	nt	-4.0	-9.3
CC(C)(C)c1cc(NC(=O)Nc2ccccc2OC(F)(F)F)no1	3.6	-40.6	-1.1	-7.3	-3.6	7.4	-4.1
Cc1cc(OC(=O)c2c(C)cc(OC(=O)c3c(C)cc(O)cc3O)cc2O)cc(O)c1C(=O)O	-2.8	-6.7	-1.5	7.9	3.7	-5.0	3.6
COc1ccccc1Cc1nc(-c2ccc(C)cc2)no1	-7.7	7.0	-14.8	nt	-4.3	46.3*	nt
O=C(COc1ccccc1[N+](=O)[O-])N(Cc1ccco1)C1CCS(=O)(=O)C1 (stereo not drawn)	-0.3	19.9	0.7	0.3	nt	2.2	-0.1
O=C(CSCCO)Nc1ccc(C23CC4CC(CC(C4)C2)C3)cc1	-6.2	-7.6	-2.3	nt	-21.3	-49.2	nt
CCOC(=O)c1cc(-c2ccc(F)cc2)nc2c1c(=O)[nH]c(=O)n2Cc1ccccc1	1.0	-12.1	0.8	3.0	-4.5	-6.0	0.9
Cn1c(C(=O)N2CCN(c3ncccn3)CC2)cc2c(=O)n(C)c3ccccc3c21	-8.4	13.3	0.6	-11.9	nt	5.8	nt
C[C@@H]1CN([C@H](C)CO)C(=O)c2cc(NS(=O)(=O)c3ccc(F)cc3)ccc2O[C@@H](C)CCCCO[C@H]1CN(C)S(=O)(=O)c1ccc(Cl)cc1	-0.2	-12.7	-1.7	1.2	-6.0[16.7 µM]	1.4	0.0
Cc1ccc(NC(=O)COC(=O)CSC(=S)N2CCOCC2)cc1	1.2	4.4	-2.7	2.9	-1.7	7.4	0.7
COC(=O)c1sc(N2CCN(Cc3ccccc3)CC2)nc1N	-0.4	8.6	2.3	1.0	3.7	22.1	-1.7
C/C=C/c1cnc2c(c1)C(=O)N([C@@H](C)CO)C[C@H](C)[C@@H](CN(C)Cc1cccc(C(=O)O)c1)O2	-1.2	3.5	1.8	-1.5	3.3[16.7 µM]	-1.9	-10.6
COc1cccc(NC(=O)N[C@H]2C=C[C@H](CC(=O)N3CCOCC3)O[C@@H]2CO)c1	-2.3	-2.2	8.6	-0.9	nt	0.0	-2.5
CN(C)CCCNc1ncnc2scc(-c3ccccc3)c12	nt	nt	-2.3	2.6	nt	nt	-0.9
COc1cc(C2C(C(=O)c3ccc(C)o3)=C(O)C(=O)N2Cc2cccnc2)ccc1O (stereo not drawn)	1.8	9.6	-6.5	nt	2.2	-5.1	nt
Cc1c(C(=O)NC(=S)Nc2cccnc2)cccc1[N+](=O)[O-]	-1.3	-3.1	0.1	0.7	-5.8	-2.8	-1.6
CC(C)(C)C(=O)COC(=O)C1=NN(c2ccccc2)C(=O)CC1	3.1	6.5	-4.3	2.6	-2.0	-6.8	1.5
CC1=NN(c2nc(-c3ccccc3)cs2)C(=O)C1	4.2	2.3	8.2	nt	-7.7	-16.3	nt
CCOc1ccc(NC(=O)C2CCCN(c3c(CC)c(C)nc4ncnn34)C2)cc1 (stereo not drawn)	1.2	4.4	-0.1	-3.3	-7.4	7.7	4.7
COc1cccc(-c2coc3cc4oc(=O)c(CCC(=O)O)c(C)c4cc23)c1	0.2	-15.3	32.0	2.1	nt	-3.4	-1.7
C=CCC(O)c1c(-c2ccccc2)nn(C)c1Cl (stereo not drawn)	nt	nt	-5.1	1.1	nt	nt	-4.7
N#CC(=Cc1ccc(O)cc1)C(N)=C(C#N)C#N	-2.2	1.4	6.1	-2.5	-1.5	8.1	8.5
Cc1c(N2C(=O)CSC2c2ccco2)c(=O)n(-c2ccccc2)n1C (stereo not drawn)	-0.3	15.4	-5.7	2.1	-0.7	-4.4	-2.0
CCOc1ccccc1NC(=O)Nc1ccc(Cl)cc1	3.4	-7.8	-2.9	-1.7	-3.3	6.6	-2.1
O=C(O)CCn1c(CO)nc2ccccc21	nt	-3.9	-10.9	0.2	-0.6	-2.4	-1.0
COc1ccc(OCCN2C(=O)c3cccc(N)c3C2=O)cc1	-2.0	11.9	-1.3	0.5	-0.2	37.6	-0.3
CCOC(=O)C1CCN(c2c(NCCC(C)C)c(=O)c2=O)CC1	-3.9	3.9	-0.1	0.1	-10.9	-3.2	-0.5
O=C(c1ccco1)N1CCN(CC(=O)N(C2CCCCC2)C2CCS(=O)(=O)C2)CC1 (stereo not drawn)	-0.1	-7.7	nt	nt	-0.6	-9.2	nt
CCCc1nc(NC2CCCCC2)c(C#N)c2c1COC(C)(C)C2	-1.9	0.2	-7.8	-1.6	0.9	-2.3	1.1

Some of the entries so far, comma-delimited:
smiles,Cneo AK release,C2C12 statin,ARNT TACC3 PPI,ERp5 block,miR122 inh,esBAF inh,SIRT5 block
COc1cc(C2C(C(=O)c3ccc(C)o3)=C(O)C(=O)N2Cc2cccnc2)ccc1O (stereo not drawn),1.8,9.6,-6.5,nt,2.2,-5.1,nt
Cc1c(C(=O)NC(=S)Nc2cccnc2)cccc1[N+](=O)[O-],-1.3,-3.1,0.1,0.7,-5.8,-2.8,-1.6
CC(C)(C)C(=O)COC(=O)C1=NN(c2ccccc2)C(=O)CC1,3.1,6.5,-4.3,2.6,-2.0,-6.8,1.5
CC1=NN(c2nc(-c3ccccc3)cs2)C(=O)C1,4.2,2.3,8.2,nt,-7.7,-16.3,nt
CCOc1ccc(NC(=O)C2CCCN(c3c(CC)c(C)nc4ncnn34)C2)cc1 (stereo not drawn),1.2,4.4,-0.1,-3.3,-7.4,7.7,4.7
COc1cccc(-c2coc3cc4oc(=O)c(CCC(=O)O)c(C)c4cc23)c1,0.2,-15.3,32.0,2.1,nt,-3.4,-1.7
C=CCC(O)c1c(-c2ccccc2)nn(C)c1Cl (stereo not drawn),nt,nt,-5.1,1.1,nt,nt,-4.7
N#CC(=Cc1ccc(O)cc1)C(N)=C(C#N)C#N,-2.2,1.4,6.1,-2.5,-1.5,8.1,8.5
Cc1c(N2C(=O)CSC2c2ccco2)c(=O)n(-c2ccccc2)n1C (stereo not drawn),-0.3,15.4,-5.7,2.1,-0.7,-4.4,-2.0
CCOc1ccccc1NC(=O)Nc1ccc(Cl)cc1,3.4,-7.8,-2.9,-1.7,-3.3,6.6,-2.1
O=C(O)CCn1c(CO)nc2ccccc21,nt,-3.9,-10.9,0.2,-0.6,-2.4,-1.0

The list goes on.
SMILES	Cneo AK release	C2C12 statin	ARNT TACC3 PPI	ERp5 block	miR122 inh	esBAF inh	SIRT5 block
CC(C)(C)c1ccc(C(=O)N/C(=C\c2cccc([N+](=O)[O-])c2)C(=O)Nc2cccc(C(=O)O)c2)cc1	-3.0	-1.0	2.7	3.2	-2.9	8.8	2.1
CC(C)CN(C(=O)COC(=O)c1cccc2ccccc12)c1c(N)n(Cc2ccccc2)c(=O)[nH]c1=O	nt	nt	2.0	-0.5	nt	nt	-0.9
Cc1cccc(C)c1NC(=O)C1=C(O)c2ccccc2N(C)S1(=O)=O	0.1	nt	-2.9	nt	9.5	nt	nt
O=C(C[C@H]1CC[C@H]2[C@@H](COC[C@@H](O)CN2CCc2ccccc2)O1)NCc1ccc(F)cc1	0.0	-0.5	0.0	1.9	-4.7[16.7 µM]	-2.4	-2.6
Cc1cc(C)c2c(n1)sc1c(N3CCN(C)CC3)ncnc12	nt	-13.8	10.2	1.2	nt	10.7	2.6
O=C(Nc1ccc(N2CCN(C(=O)c3ccccc3)CC2)c(Cl)c1)c1cccnc1	2.3	nt	7.7	nt	49.3	nt	nt
C[C@H](CO)N1C[C@H](C)[C@H](CN(C)C(=O)CC2CC2)Oc2ncc(C#C[C@@H](C)O)cc2C1=O	26.0	-7.3	-3.8	-1.3	-6.1[16.7 µM]	0.3	-4.5
Cc1ccccc1NC(=O)c1cccc(NC(=O)c2ccccc2C(=O)O)c1	nt	nt	-10.8	2.1	nt	nt	-1.2
Cc1cccc(C)c1OCC(C)N (stereo not drawn)	-2.2	1.5	-17.8	2.0	-0.9	-3.8	-2.7
CN(C)c1nc(N)ncc1-c1ccc(Oc2ccccc2)cc1	0.1	-10.8	11.6	0.4	-2.3	4.3	-21.4
COC(=O)C(C)NS(=O)(=O)c1ccc(NC(C)=O)cc1 (stereo not drawn)	-0.6	13.8	-25.6	2.3	-4.5	-1.1	-5.5
COc1ccc(CN(Cc2cccn2C)S(=O)(=O)c2ccccc2)cc1	nt	5.4	2.1	4.3	nt	-5.8	-0.3
O=C(C[C@@H]1C[C@H]2c3cc(NC(=O)c4ccc5c(c4)OCO5)ccc3O[C@H]2[C@@H](CO)O1)NCc1ccc(Oc2ccccc2)cc1	3.8	21.9	0.3	3.1	-1.1[16.7 µM]	20.6	-1.8
Cc1ccc2[nH]c3c(c2c1)CN(C(=O)CN1c2ccc(F)cc2CCC1C)CC3 (stereo not drawn)	-0.9	-7.4	-14.1	nt	14.3	0.1	nt
COc1cc(OC)cc(-c2c(-c3cccs3)c3cc(-c4ccc(CN5CCOCC5)cc4)ccc3n2C)c1	5.3	2.6	11.7	1.3	14.5	-1.1	nt
C=CCn1c(SCC(=O)N(CCC)C2CCS(=O)(=O)C2)nnc1-c1ccccc1OC (stereo not drawn)	-1.7	3.3	-5.2	0.7	-3.8	3.5	-4.9
CC(C)(C)OC(=O)NCCCC(CCCNC(=O)OC(C)(C)C)C(=O)O	-0.1	-2.1	-9.7	nt	4.3	-0.9	nt
Cc1noc(C)c1NC(=O)N(C)C[C@@H]1OCCCC[C@H](C)Oc2ccc(NC(=O)Nc3ccc(C(F)(F)F)cc3)cc2C(=O)N([C@@H](C)CO)C[C@@H]1C	0.2	7.5	4.4	-6.9	-2.7[16.7 µM]	-4.7	4.6
CCN(CC)c1ccc(/C=C2\SC(N)=NC2=O)cc1	0.9	-3.1	-2.0	1.7	-0.9	48.7*	-5.6
CCOC(=O)CSc1nnc(CNC(=O)c2ccc(S(=O)(=O)N(C)C)cc2)n1C	nt	5.6	-0.7	0.7	-4.5	-0.5	0.1
CC(=O)c1c(COC(=O)c2ccccc2)nc2ccccc2[n+]1[O-]	4.7	4.5	nt	nt	7.2	1.4	nt
CCCCCCN1C[C@@H](n2cc(COC(=O)c3ccccc3)nn2)[C@H](O)C[C@@H]1c1ccc(OC)cc1	0.7	8.5	nt	-3.2	-1.1	0.8	-2.8
CCCC(=O)Nc1ccc(NC(=O)c2ccccc2F)cn1	-5.4	-12.6	-8.2	1.6	-4.6	18.9	nt
Cc1cc(S(=O)(=O)NCC(C)C)ccc1OCC(=O)NCc1ccco1	0.5	6.7	nt	-1.5	88.6	-1.7	-5.4
COc1cccc(S(=O)(=O)N[C@H]2CC[C@H](CCn3cc(-c4ccccc4)nn3)O[C@@H]2CO)c1	-4.1	10.0	0.6	-0.3	nt	-12.5	2.4
O=C(c1cc(-c2cccs2)on1)N1CCN(c2ccccc2)CC1	-2.1	3.8	3.3	0.7	-10.2	2.0	2.6
CCCNS(=O)(=O)c1ccc(OCC(=O)Nc2ccc3c(c2)OCCO3)c(C)c1	nt	25.0	2.8	3.5	nt	-2.3	0.3
O=C(CN(C(=O)CNS(=O)(=O)c1ccccc1)c1ccc(F)cc1)NCc1ccco1	-3.1	-2.8	-1.7	0.4	-1.6	-0.6	-8.3
COC(=O)c1cc(OC)c(OC)cc1NC(=O)c1ccc(C)cc1	1.8	-2.9	-7.8	nt	-2.2	4.4	nt
Cc1ccc(CNC(=O)C(OC(=O)c2ccco2)C(C)C)cc1 (stereo not drawn)	-2.1	-3.9	-6.5	nt	-0.1	15.4	nt
CCCCC(=O)Nc1cccc(NC(=O)c2ccc(Br)cc2)c1	-3.7	-22.5	-25.9	nt	20.1	9.4	nt
